# HT1080 IDH1KD tx: HT-1080 IDH1 knockdown cell toxicity (counter line); HT-1080 IDH1 knockdown viability, ATP luminescence, 48 h; AID 686971; Potency, µM (series often up to 46.1 µM), inactives show top-dose activity, negative = toxicity, most hits filed as cytotoxic; actives 2% (n = 360,000);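 also: potency is read from the fitted curve at half-maximal effect; 0% = DMSO wells and -100% = cell-free medium wells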
#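 After a 2 h attachment period, IDH1KD HT-1080 cells took pin-transferred compound for 48 h at 37 °C; ATP-based luminescence after 10 min room-temperature reagent incubation reported viability.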
# MCF10A rereplic: induces DNA re-replication in MCF 10a normal breast cells; MCF 10A DNA re-replication, Hoechst nuclear intensity, 48 h; Potency, µM (doses to about 46.1 µM), for the others: at the top dose activity, positive = re-replication, actives largely listed as activators; actives 2.9% (n = 350,000); also: potency is read from the fitted curve at half-maximal effect; % of control where 0% means no effect; nearly all actives have a fitted effect of over 50% in size
# HT1080NT lethal: kills 2HG-producing HT-1080-NT fibrosarcoma cells; HT-1080-NT fibrosarcoma viability, CellTiter-Glo ATP luminescence, 48 h; Potency, µM (series often up to 46.1 µM), without a hit: top-dose activity, negative = less viability, actives largely listed as cytotoxic; actives 1.6% (n = 360,000);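 also: NT is the 2HG producing partner of a matched IDH1 knockdown line; potency is read from the fitted curve at half-maximal effect; 0% = DMSO-treated cells and -100% = media-only wells without cells; nearly all actives have a fitted effect of over 55% in size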
#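 750 cells/well, RPMI + 5% FBS; 2 h settle, compound pin-transfer, 48 h at 37 degrees C. CellTiter-Glo 10 min RT, luminescence. Normalized to DMSO and media-only wells.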
# D3 ag: D3 dopamine receptor (human) agonism | P35462 | D3R DiscoveRx beta-arrestin cells, luminescence, 90 min | max activation, % | actives 0.58% (n = 410,000); in the data active = max activation above about 30%; also: 0% is about no effect; mostly tested at two doses, the higher about 12 µM
# Target sequence (P35462 whole entry, looked up): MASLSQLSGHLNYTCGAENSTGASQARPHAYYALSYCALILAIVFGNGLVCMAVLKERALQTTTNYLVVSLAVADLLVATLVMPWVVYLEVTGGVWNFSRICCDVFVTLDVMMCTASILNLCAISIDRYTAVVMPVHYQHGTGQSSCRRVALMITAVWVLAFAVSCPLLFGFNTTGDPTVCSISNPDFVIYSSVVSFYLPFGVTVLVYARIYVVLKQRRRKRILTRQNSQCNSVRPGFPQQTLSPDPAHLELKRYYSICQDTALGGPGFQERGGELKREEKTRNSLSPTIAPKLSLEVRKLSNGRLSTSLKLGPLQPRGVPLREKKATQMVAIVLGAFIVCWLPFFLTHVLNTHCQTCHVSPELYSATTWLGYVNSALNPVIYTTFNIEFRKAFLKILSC
#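 Agonist mode: compounds and dopamine controls were applied to plated cells for 90 min at 37 degrees C after an overnight attachment at 1500 cells/well. Luminescent read-out followed 30 - 60 minutes at room temperature with DiscoveRx detection reagent.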
# SW480 rereplic: DNA re-replication induction in SW480 cells; SW480 DNA re-replication, Hoechst DNA content imaging, 48 h; Potency, µM (doses to about 46.1 µM), without a hit: at the top dose re-replication activation, hits mostly activators; actives 1.8% (n = 340,000); AID 624297; also: potency is read from the fitted curve at half-maximal effect; % of control where 0% means no effect; nearly all actives have a fitted effect of over 55% in size
#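 Cells (250 per well) received 23 nL compound or DMSO by pin tool and were kept 48 hr at 37 C, 5% CO2. Nuclei were then stained with Hoechst for 40 min and scanned for DNA content.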
# HEK293 tox: cytotoxicity in counter-screen for GLP-1R inverse agonists; HEK293 cAMP-luciferase reporter cells, luminescence, 24 h; Potency, µM (top dose mostly 38.3 µM), for inactives: at the highest dose activity change, negative = inhibition, most hits filed as inhibitors; actives 0.13% (n = 410,000);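 also: loss of luciferase light is scored as toxicity; potency is read from the fitted curve at half-maximal effect; % is scaled to controls: 0 for no effect and ±100 for the full control effect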
#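 Compound-treated cells are incubated 24 hr at 37 deg C under 5% CO2 after a 12 hour attachment period, then luciferase detection reagent is added and luminescence is measured following 12 min at room temperature; lowered signal indicates toxicity.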
# KB-3-1 tox: KB-3-1 parental cell cytotoxicity; KB-3-1 viability, CellTiter-Glo ATP luminescence, 72 h; Potency, µM (top dose mostly 46.1 µM), for inactives: top-dose activity change, negative = cytotoxic, usual class: cytotoxic; actives 1.4% (n = 400,000); also: potency is read from the fitted curve at half-maximal effect; % is scaled to controls: 0 for no effect and ±100 for the full control effect; nearly all actives have a fitted effect of over 60% in size
#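 Here the drug-naive KB-3-1 line serves as comparator for MDR sub-line selectivity; cells received compound titrations, 72 h at 37 °C, then CellTiter-Glo readout.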
# IL-1B inflam inh: inflammasome signaling inhibition, IL-1 beta readout | THP-1 LPS/ATP IL-1B secretion, AlphaLISA, 16 h; stronger effect = lower value | activity change, % at 57.5 µM | actives 4.7% (n = 360,000) | AID 743279; in the data active = activity change below about -50%; inconclusive = mostly about -30% to -49%; also: % is scaled to controls: 0 for no effect and ±100 for the full control effect
#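 Secreted IL-1B measured by AlphaLISA bead assay after 16 h compound exposure of THP-1 cells; compounds (final up to 57.5 uM) added 1 h before LPS (250 ng/mL) and ATP (1.25 mM) stimulation; lower signal means less secretion.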
# KB-V1 cytotox: kills drug-selected multidrug resistant KB-V1 cells; KB-V1 MDR cells viability, CellTiter-Glo, 72 h; Potency, µM (top dose mostly 46.1 µM), without a hit: at the highest dose activity change, negative = cytotoxicity, most hits filed as cytotoxic; actives 3.4% (n = 400,000); AID 1347076; also: potency is read from the fitted curve at half-maximal effect; % is scaled to controls: 0 for no effect and ±100 for the full control effect; nearly all actives have a fitted effect of over 60% in size
#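 Cytotoxicity toward P-gp-expressing KB-V1 cells was determined as loss of CellTiter-Glo luminescence after 72 h at 37 degrees C. Compounds were tested in quantitative HTS format across a concentration range, with curves fitted to normalized data.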
# * = called active by the depositor; ? = inconclusive; nt = not tested or not shown; [ ] = remark or other dose. Unless noted, calls follow the shape of the dose curve; as a rule, active = well fitted curve in the direction sought with a large enough effect; inconclusive = small, poorly fitted or top-dose-only effect, or another doubt; inactive = no such curve, though single readings can be large; an effect the other way counts as inactive or inconclusive.
SMILES,HT1080 IDH1KD tx,MCF10A rereplic,HT1080NT lethal,D3 ag,SW480 rereplic,HEK293 tox,KB-3-1 tox,IL-1B inflam inh,KB-V1 cytotox
CCNc1nc(NC(C)C)nc(N(C)C#N)n1,-4.6%,3.3%,5.5%,12.6,0.3%,-4.1%,1.9%,14.1,-8.0%
COc1ccc(C(CNC(=O)c2cccc(S(=O)(=O)Nc3ccccc3OC)c2)N2CCCC2)cc1 (stereo not drawn),-2.5%,2.9%,-1.6%,-30.8,?,6.6%,-9.4%,?,-9.2%
O=C(O)c1cc(N=Cc2c(O)c3ccccc3oc2=O)ccc1O,?,-1.0%,?,2.4,?,4.5%,?,-1.0,-1.7%
N#Cc1ccc(N2CCCNCC2)nc1,-6.9%,-2.7%,2.3%,-2.5,-8.9%,4.2%,20.5%,15.3,0.9%
O=C(N/N=C1\CCCc2ccccc21)c1ccc([N+](=O)[O-])cc1Cl,?,-0.8%,-26.8%,-3.1,-0.8%,0.1%,0.5%,5.5,-11.6%
COc1ccc(NC(=O)N2CCN(c3ccc([N+](=O)[O-])cc3)CC2)cc1OC,-1.5%,7.9%,-15.1%,-10.5,-5.1%,?,-9.7%,?,-2.7%
NC(=O)CC1NC(=O)c2ccccc21 (stereo not drawn),3.7%,3.5%,1.4%,-0.2,1.4%,9.3%,-3.1%,18.3,0.0%
CN(C)C(=S)NC(=NCc1ccc([N+](=O)[O-])cc1)c1ccccc1,-4.5%,-0.6%,-4.7%,-12.8,11.7%,2.1%,-16.5%,0.0,-8.5%
CCC(c1nnnn1-c1ccc2c(c1)OCCO2)N1CCN(C/C=C/c2ccccc2)CC1 (stereo not drawn),-22.6%,nt,-21.3%,66.1*,nt,0.2%,-11.0%,-3.1,8.2µM*
COC(=O)/C=C/c1cnc2ccccc2c1,14.4%,2.9%,1.4%,9.0,-5.3%,-12.5%,-31.1%,-16.8,-8.1%
Cc1onc(-c2c(F)cccc2Cl)c1C(=O)Nc1nc2ccccc2[nH]1,?,1.8%,-27.5%,1.3,?,?,?,-2.1,?
Cn1cncc1C#Cc1c(-c2ccsc2)sc2ccccc12,-2.9%,?,?,17.5,4.2%,4.5%,-14.7%,?,?
O=C(COC(=O)c1c[nH]c2ccccc12)NC1CCCCC1,5.3%,14.7%,10.4%,0.0,2.1%,-7.9%,-0.5%,8.6,-10.5%
Cc1nc(NC(=O)c2ccccc2)sc1-c1cc(C(=O)N2CCOCC2)nn1Cc1ccccc1,2.2%,nt,-11.5%,-6.8,nt,7.1%,-3.1%,-3.2,-16.7%
O=C(c1ccc([N+](=O)[O-])cc1)c1cc2ccc(O)cc2oc1=O,0.6%,-0.1%,-0.4%,-0.8,?,-0.6%,3.3%,?,20.9%
O=C(Cn1c(NCCCO)nc2ccccc21)c1ccc(F)cc1,-2.4%,7.0%,-5.7%,-8.7,4.0%,-27.2%,-0.5%,-12.8,?
COc1ccc(C(=O)Nc2c(C(=O)c3ccc(F)cc3)oc3ccccc23)cc1,nt,nt,nt,3.1,nt,-0.1%,11.9%,nt,8.9%
COC(=O)c1ccc(N2C(c3cc(OC)cc(OC)c3)=Cc3ccc(-c4cccnc4)cc3C2CC(=O)C2CC2)cc1 (stereo not drawn),-2.2%,nt,-0.9%,2.6,nt,145.9%[activator],-16.0%,22.0,17.3%
Cc1noc(C)c1COc1ccc(C(=O)NCC(c2c(F)cccc2Cl)N(C)C)cc1 (stereo not drawn),3.9%,4.5%,1.6%,-14.4,-9.8%,-5.0%,-7.7%,13.2,?
CCC(Cc1ccccc1)NC(=O)Cn1ncc2ccsc2c1=O (stereo not drawn),-2.7%,9.6%,1.2%,-3.4,-4.0%,1.5%,13.8%,4.5,25.7%
COC(=O)CSc1nnc(CNC(=O)c2ccc(OC)cc2OC)n1C,-1.6%,-8.3%,1.5%,-10.5,-2.9%,-4.6%,-2.4%,0.0,-3.5%
O=C(O)c1cccc(-c2csc(C(O)c3ccc(F)cc3)n2)c1 (stereo not drawn),12.3%,nt,11.3%,1.4,nt,-1.1%,0.0%,45.3,14.8%
c1ccc(-c2nnc(-c3ccccc3)nn2)cc1,2.3%,5.5%,7.0%,1.0,-1.4%,-4.4%,8.9%,7.0,15.1%
COCc1[nH]nc2c1C(c1ccsc1)C(C#N)=C(N)O2 (stereo not drawn),8.9%,-1.0%,15.3%,-1.6,1.2%,-15.0%,10.8%,-21.2,7.2%
CC(C)(C)CC(=O)O/N=C(\N)c1ccncc1,5.9%,10.1%,-7.8%,4.4,-4.6%,19.6%,7.7%,0.6,-0.2%
CCOc1ccccc1C(=O)N(Cc1ccccc1)Cc1cc2cc3c(cc2[nH]c1=O)OCCO3,7.7%,0.9%,9.2%,0.0,-2.4%,1.4%,-8.0%,3.7,?
CS(=O)(=O)N(CC(=O)NCCSCc1ccco1)c1ccc2c(c1)OCO2,5.2%,-10.6%,-7.0%,7.1,-2.5%,9.8%,24.9%,-5.9,?
O=C(Nc1ncc(Br)s1)C(Cc1ccccc1)n1cccc1 (stereo not drawn),-26.5%,19.4%,25.9µM*,-0.1,10.3%,?,0.0%,23.5,0.0%
O=[N+]([O-])c1ccc(N2CCN(S(=O)(=O)c3ccccc3)CC2)cc1,-4.1%,?,-0.6%,-1.2,-1.2%,-16.2%,?,-0.7,4.61µM*
CCOC(=O)/C=C(/C)N1N=C(c2ccc(OC)cc2)CC1c1cccc([N+](=O)[O-])c1 (stereo not drawn),-16.5%,1.7%,-10.8%,-2.1,-1.2%,10.8%,-1.3%,0.0,-17.4%

# The list goes on; the last 2 above are carried over.
SMILES,HT1080 IDH1KD tx,MCF10A rereplic,HT1080NT lethal,D3 ag,SW480 rereplic,HEK293 tox,KB-3-1 tox,IL-1B inflam inh,KB-V1 cytotox
O=[N+]([O-])c1ccc(N2CCN(S(=O)(=O)c3ccccc3)CC2)cc1,-4.1%,?,-0.6%,-1.2,-1.2%,-16.2%,?,-0.7,4.61µM*
CCOC(=O)/C=C(/C)N1N=C(c2ccc(OC)cc2)CC1c1cccc([N+](=O)[O-])c1 (stereo not drawn),-16.5%,1.7%,-10.8%,-2.1,-1.2%,10.8%,-1.3%,0.0,-17.4%
CCCC(=O)N1CCCC1(C)C(=O)Nc1ccc2c(c1)CCN2C(C)=O (stereo not drawn),?,nt,20.5%,-3.8,nt,7.2%,0.0%,4.5,-0.1%
Cc1cc(N)ccc1NC(=O)c1ccccc1,-6.3%,0.1%,-2.4%,-5.0,-2.4%,4.4%,-0.2%,-7.1,-4.2%
CCO[C@H]1OC(C(=O)N2CCN(Cc3ccc4c(c3)OCO4)CC2)=C[C@@H](c2ccccc2)[C@@H]1CCCO,-3.6%,-4.6%,-1.4%,0.0,-5.2%,-6.4%,0.2%,-8.1,22.3%
COc1cc(C(=O)c2ccccc2C(=O)O)c(OC)c2c1CCCC2,-2.2%,1.2%,-9.0%,3.4,-2.6%,-19.8%,10.8%,43.2,-2.8%
O=c1c2ccccc2[nH]c(=S)n1Cc1ccccc1,-9.3%,-9.0%,-2.4%,-7.4,-6.4%,-11.7%,3.1%,15.2,11.9%
COc1cc2c(cc1NC(=O)CSc1nnc(Cc3cccs3)n1C)oc1ccccc12,-24.3%,2.1%,-27.2%,-14.2,0.8%,-11.4%,-13.0%,-18.2,-26.8%
O=C(O)c1ccc(CSc2nnc(-c3ccncc3)n2-c2ccc(Br)cc2)cc1,28.3%,-0.3%,13.0%,5.5,-1.7%,1.2%,10.1%,-1.2,0.0%
CN(CC(=O)Nc1ccccc1Cl)C(=O)c1cc(C2CC2)nn1-c1ccccc1,-2.7%,7.3%,-3.8%,2.8,-4.3%,-5.0%,-13.5%,-21.2,6.8%
CCOc1ccc(C(=O)NN2C(=O)C3C4C=CC(O4)C3C2=O)cc1 (stereo not drawn),21.7%,0.0%,13.2%,-0.1,3.2%[9.22 µM],14.2%,0.2%,13.1,17.8%
CCCCn1nc(CC(=O)O)c2ccccc2c1=O,-0.2%,0.8%,17.7%,-1.8,1.4%,7.8%,0.2%,24.4,17.2%
Cc1nn(C)c(C)c1C(=O)NN,2.0%,0.1%,4.3%,0.5,-6.9%,12.3%,8.7%,8.2,14.3%
CCOC(=O)c1c(NC(=O)c2cccc(N3C(=O)CCC3=O)c2)sc2c1CCN(CC)C2,-4.0%,-26.4%,-0.4%,1.1,-21.0%,4.5%,-1.3%,-26.5,15.5%
COc1ccc(CN(Cc2ccccn2)S(=O)(=O)c2ccc(-n3cnnn3)c(OC)c2)cc1,?,-3.7%,15.1%,-0.9,4.6%,?,4.0%,4.9,4.4%
CCOC(=O)/C=C1/SCC(=O)N1Cc1ccc(Br)cc1,0.3%,?,-1.5%,0.9,22.3%,-8.3%,-1.6%,-4.3,-7.0%
Cc1cccc(NC(=O)CSc2nc(C)c(CC(=O)c3ccc(Br)cc3)c(C)c2C#N)c1C,?,1.03µM*,-12.9%,1.9,4.3%,8.7%,?,58.2,?
CCCN(C)C1CN(Cc2cn(CCCOC)nn2)S(=O)(=O)C1 (stereo not drawn),12.5%,nt,15.3%,-1.9,nt,4.9%,9.8%,5.4,25.5%
CC(C(=O)NC1(C#N)CCCCC1)N(C)CC(=O)Nc1ccc(Cl)c(Cl)c1 (stereo not drawn),-1.0%,12.4%,-20.3%,0.7,6.6%,15.3%,-13.5%,-18.4,6.0%
OCCOCCOc1ccc(-c2nn[nH]n2)cc1,3.4%,1.7%,-4.8%,3.2,-13.1%,10.0%,16.0%,-7.3,?
Cc1ccc(N2CC(C(=O)N/N=C/c3sccc3C)CC2=O)cc1 (stereo not drawn),0.9%,3.1%,0.2%,-3.1,4.1%,-1.2%[1.53 µM],8.1%,-1.4,?
COCCCNC(=O)CSc1ccc(Cl)cc1,-9.6%,1.6%,-0.1%,0.7,-2.5%,4.2%,-2.6%,20.5,14.0%

# Screening results: PubChem, National Center for Advancing Translational Sciences (NCATS)

# Rows are unselected, and some 11% of all compounds hit somewhere here.
